Screening data from PubChem BioAssay.
rTrxR1 inhibitor: blocks rat thioredoxin reductase 1; AID 588453; Potency, µM (series often up to 114 µM), for inactives: at the top dose activity change, negative = inhibition, most hits filed as inhibitors; recombinant rTrxR1, NADPH fluorescence consumption, selenite substrate; 390,000 tested, 1% active; also: potency is read from the fitted curve at half-maximal effect; % is scaled to controls: 0 for no effect and ±100 for the full control effect; nearly all actives have a fitted effect of over 65% in size
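Rat TrxR1 (90 nM in the dispensed reagent) was pre-reduced with 400 uM NADPH for 5 min at room temperature, then incubated with compound for 15 min. After 400 uM selenite was added, NADPH fluorescence (Ex 340/Em 450 nm) was followed for 8 min.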
D2 antagonist: D2 dopamine receptor (human) antagonism; P14416; 340,000 tested, 2% active; HEK293 TREx D2 cells, calcium flux, dopamine EC80; inhibition, % at 10 µM; in the data active = inhibition above about 30%; also: 0% is about no effect
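Tetracycline-induced HEK293 TREx cells expressing D2 receptor forced-coupled to calcium signalling, loaded with no-wash calcium dye. Compounds added and calcium flux read 180 s, then dopamine added at EC80 and read a further 180 s.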
TRHR ag: TRH receptor (human) agonism; P34981; TRHR cells, calcium flux fluo-8, FDSS agonist mode; activation, % at 2 µM; 360,000 tested, 0.18% active; in the data active = activation above about 30%; also: 0% is about no effect
Target sequence (P34981 whole entry, looked up): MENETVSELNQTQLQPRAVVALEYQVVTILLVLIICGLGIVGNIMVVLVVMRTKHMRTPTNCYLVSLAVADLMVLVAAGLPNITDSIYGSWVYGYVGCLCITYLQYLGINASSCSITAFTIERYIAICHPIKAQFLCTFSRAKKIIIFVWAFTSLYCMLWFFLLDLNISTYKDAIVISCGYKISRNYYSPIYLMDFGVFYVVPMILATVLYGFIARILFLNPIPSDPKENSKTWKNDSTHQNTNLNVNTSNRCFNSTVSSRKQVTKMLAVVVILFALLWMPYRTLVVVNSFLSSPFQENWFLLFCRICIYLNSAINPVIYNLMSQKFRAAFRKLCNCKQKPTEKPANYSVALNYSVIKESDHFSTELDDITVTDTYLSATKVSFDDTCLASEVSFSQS
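TRHR-expressing cells loaded with fluo-8 calcium dye; 23 nL library compound pin-transferred, kinetic FDSS fluorescence (Ex 480/Em 530) recorded about 180 s for agonist-induced calcium release, before a 10 nM TRH EC20 addition for potentiator mode.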
TRHR PAM: TRH receptor (human) allosteric enhancement. 360,000 tested, 0.66% active. enhancement, % at 2 µM. TRHR cells, fluo-8 calcium fluorescence, EC20 TRH enhancement. AID 493056; in the data active = enhancement above about 30%; also: 0% is about no effect
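TRHR-expressing cells loaded with fluo-8 calcium dye were read kinetically (ex 480/em 530) during compound addition, then stimulated with an EC20 of TRH (10 nM final). Enhancement of the Gq-mediated intracellular calcium response was scored.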
USP1-UAF1 inh: USP1/UAF1 (human) deubiquitinase inhibition; 390,000 tested, 0.23% active; O94782; recombinant USP1/UAF1, Ub-Rhodamine cleavage fluorescence; Potency, µM (titrated, usually from 57.1 µM), for the others: at the highest dose activity change, negative = inhibition, actives largely listed as inhibitors; also: potency is read from the fitted curve at half-maximal effect; % is scaled to controls: 0 for no effect and ±100 for the full control effect; nearly all actives have a fitted effect of over 60% in size; inactives centre near -12
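USP1/UAF1 complex at 1 nM was preincubated with compound for 15 min at room temperature, then Ub-Rho substrate (150nM final) was added. Fluorescence (480/540 nm) was read kinetically, 6 reads every 60 seconds.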
IDH1 R132H inh: inhibitors of human mutant IDH1 R132H | O75874 | IDH1-R132H enzyme, NADPH consumption, diaphorase/resazurin fluorescence | Potency, µM (highest dose often 76.6 µM), without a hit: at the top dose activity change, negative = inhibition, usual class: inhibitors | 390,000 tested, 0.093% active | AID 602179; also: potency is read from the fitted curve at half-maximal effect; % is scaled to controls: 0 for no effect and ±100 for the full control effect; nearly all actives have a fitted effect of over 65% in size
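IDH1-R132H (0.5 ug/mL) preincubated 30 min with compound, then NADPH (0.016 mM) and alpha-KG (2 mM) added; 80 min at RT, pH 7.5. Remaining NADPH coupled via diaphorase/resazurin to fluorescence (540/590 nm); concentration-response curves normalized to no-enzyme control.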
TrxR1 substrate: rat thioredoxin reductase 1 substrate activity; AID 588456; 390,000 tested, 0.01% active; O89049; Potency, µM (titrated, usually from 114 µM), for inactives: at the highest dose activity change, negative = substrate turnover; purified TrxR1 substrate turnover, NADPH consumption readout; also: potency is read from the fitted curve at half-maximal effect; % is scaled to controls: 0 for no effect and ±100 for the full control effect; nearly all actives have a fitted effect of over 50% in size
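Rat TrxR1, dispensed at 90 nM, was prereduced with 400 uM NADPH (final) for 5 min at ~22 deg C, then incubated with compound 15 min before 400 uM selenite. A first-read NADPH fluorescence drop versus no-compound background flagged substrates.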
D2 agonist: agonists of human D2 dopamine receptor; 340,000 tested, 0.53% active; activation, % at 2 µM; HEK293 T-REx D2 cells, calcium flux agonist mode;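 active = activation over 3 SD above normal in the single-dose calcium agonist read, cut at about 30% in these data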; also: 0% is about no effect
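Calcium-flux readout, 1 cycle/sec over 180 s following compound pin transfer, in inducible HEK293 Trex D2 cells (force-coupled); dopamine controls included. Positive calcium responses during this window marked compounds as potential agonists.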
PI4K2A block: blocks human PI4K2A kinase activity. Q9BTU6. purified PI4K2A, ADP-Glo luminescence, 1 h; hits give low values. activity change, negative = inhibition, % at 76.9 µM. 420,000 tested, 0.13% active. AID 1346378; in the data active = activity change below about -50%; inconclusive = mostly about -30% to -49%;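 also: -100% = wells without enzyme as full effect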
Target sequence (Q9BTU6 whole entry, looked up): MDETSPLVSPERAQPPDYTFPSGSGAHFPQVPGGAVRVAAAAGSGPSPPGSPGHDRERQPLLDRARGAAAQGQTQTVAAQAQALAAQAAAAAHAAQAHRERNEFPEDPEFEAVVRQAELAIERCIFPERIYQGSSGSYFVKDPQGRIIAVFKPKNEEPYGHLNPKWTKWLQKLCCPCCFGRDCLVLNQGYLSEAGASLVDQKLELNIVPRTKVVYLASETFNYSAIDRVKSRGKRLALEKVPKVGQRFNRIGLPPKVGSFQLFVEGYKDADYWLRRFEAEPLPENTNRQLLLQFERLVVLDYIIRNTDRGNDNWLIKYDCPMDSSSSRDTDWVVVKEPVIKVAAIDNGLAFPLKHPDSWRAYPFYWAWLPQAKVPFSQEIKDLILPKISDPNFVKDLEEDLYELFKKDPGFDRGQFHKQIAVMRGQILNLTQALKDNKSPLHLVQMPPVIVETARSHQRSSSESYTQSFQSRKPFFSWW
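In this quantitative HTS, ADP production by PI4K2A was quantified luminescently after 1 h at ambient temperature; 100 microM adenosine served as plate-quality control.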
* = called active by the depositor; ? = inconclusive; / = no result given; & = joins results of further samples; [ ] = another dose, or the depositor's remark. Unless noted, calls follow the shape of the dose curve; as a rule, active = well fitted inhibition curve with a large enough effect; inconclusive = small, poorly fitted or top-dose-only effect; inactive = no such curve, though single readings can be large or run the other way.

Values run as follows: rTrxR1 inhibitor, D2 antagonist, TRHR ag, TRHR PAM, USP1-UAF1 inh, IDH1 R132H inh, TrxR1 substrate, D2 agonist, PI4K2A block
> CNc1ccc([N+](=O)[O-])cc1C(=O)O
 : 6%[57.1 µM], -7, 0.0, 22, -10%, -8%, 0%[57.1 µM], -1.0, 9
> CC(=O)Nc1ccc(NC(=O)C2CCCN(S(=O)(=O)c3ccc(Cl)cc3)C2)cc1 (centres undefined)
 : 16%[57.1 µM], -12, -0.3, 3, -17%, -3%, 0%[57.1 µM], 2.3, 1
> CCOC(=O)c1c2ccccc2[n+]([O-])n1[C@@H](C)C(N)=O
 : 12%[57.1 µM], -7, -0.1, -1, -10%, 0%, 5%[57.1 µM], 0.6, 0
> COc1ccccc1CCNC(=O)C(=O)NCC1OCCN1S(=O)(=O)c1ccc(OC)c(OC)c1 (centres undefined)
 : 0%[57.1 µM], -17, -0.8, -1, -5%, 2%, 0%[57.1 µM], 0.9, -1
> O=C(NNc1c2ccccc2nc2ccccc12)c1ccccc1O
 : 14%, -8, 0.0, -5, -25%, -8%, -4%, 1.3, -5
> O=C(CNC(=O)C1CCCCC1)OCC(=O)c1ccc(F)cc1
 : 3%&-22%, -14, 1.3, -1, -5%, -3%, -3%[0.0914 µM], -0.1, 0
> O=S(=O)(NCc1ccccn1)c1cc(OCC(F)(F)F)ccc1OCC(F)(F)F
 : 19%, -9, 0.0, 2, -9%, 7%, 3%, -0.6, 3
> O=C(CN1C(=O)c2ccccc2C1=O)Nc1nccs1
 : 14%, -1, 0.1, -5, 4%, 6%, 0%, 0.7, 0
> CCc1c(C)nc2nncn2c1Nc1cccc(C)c1
 : -11%, /, -0.3, -5, -24%, /, -8%, 0.6, 6
> C[C@@H](C(=O)NCC1CC1)[C@@H]1C[C@@]1(C)[C@@H](NC(=O)OCc1ccccc1)c1ccccc1
 : -6%, 4, -0.2, -11, 6%, -7%, -7%, -0.2, -2
> Cc1ccc(OCc2cc(C(=O)NCC(C)c3ccccc3)no2)cc1C (centres undefined)
 : 2%, -17, 1.8, 13, -6%, 9%, -10%, 1.4, 0
> Cc1ccc(Nc2nc(N)c([N+](=O)[O-])c(N3CCOCC3)n2)cc1
 : -20%, -8, 0.3, 12, -16%, -1%, -19%, -2.1, -7
> Cc1ccc(S(=O)(=O)N2CCN3CCCC3C2)cc1 (centres undefined)
 : 7%, 1, -0.1, -5, -1%, 4%, 0%, -0.1, -3
> CC(O)Cc1cn([C@@H](CCCCN)C(=O)N2CCNCC2)nn1 (some centres undefined)
 : -13%, 23, -0.2, -8, -22%, 0%[38.3 µM], -3%, -0.2, -5
> Cc1cc(OCC(=O)C(C)(C)C)c2c(-c3ccccc3)cc(=O)oc2c1
 : -12%, -5, 0.6, 14, -16%, 0%, -14%, -1.4, -3
> COc1ccc2c(ccn2S(=O)(=O)c2ccccc2)c1
 : 18%, 4, -0.4, 4, -24%, -5%, 0%, -2.4, -2
> CCn1c(C(=O)N2CCC(C(=O)NCCc3ccc(OC)cc3OC)CC2)cc2sccc21
 : -8%, /, -0.2, -2, -15%, 3%, -8%, -0.7, -3
> CCOC(=O)CC(=O)CSc1ccc2nnc(-c3ccc(F)cc3)n2n1
 : 4%, 11, 0.2, -13, -11%, 2%, 13%, -0.7, 10
> Cc1cc(N2C(=O)[C@@H]3[C@H](C2=O)[C@@H]2C[C@H]3C(Br)C2Br)no1 (some centres undefined)
 : -11%[57.1 µM], /, 1.7, 2, -20%, 3%, -30%[57.1 µM], /, 1
> O=C(NC1CCCCC1)c1cc(-n2cnnc2)ccc1Cl
 : 23%, 10, -0.1, 3, -21%, -6%, 6%, 0.4, 4
> NC(=O)N/N=C/c1cccc(OCc2ccc(F)cc2)c1
 : 16%, /, -0.2, 4, -10%, 1%, 7%, /, 2
> CCCCCn1cnc2c(=S)nc(N)[nH]c21
 : -1%[2.29 µM], 49*, -1.4, 3, -16%, -8%, -11%[57.1 µM], 1.7, -11
> COc1cccc(NC(=O)CN(C)CC(=O)Nc2ccc3c(c2)OCO3)c1
 : 1%[2.29 µM], /, /, /, -14%, 18%, 5%[57.1 µM], /, -1
> CC(C)CN1CCCC(N2CCN(c3cccc(Cl)c3)CC2)C1 (centres undefined)
 : 4%, -21, -1.1, 5, -6%, 6%, -1%, 0.0, 3
> Cc1onc(-c2ccccc2)c1C(=O)N/N=C/c1ccc(Br)cc1
 : -15%, -7, -0.3, -4, -28%, -1%, -12%, -2.0, -3
> Cc1cc(C(C)(C)C)cc(C)c1N
 : -14%, -7, -0.3, 2, -10%, 3%, -10%, -0.7, 7
> COc1ccc(S(=O)(=O)N2CCc3ccccc32)cc1C(=O)O
 : 27%, 10, 0.2, 4, -18%, 9%, 4%, -0.3, -2
> Cc1cccc(NC(=O)c2ccc(S(=O)(=O)NCc3ccco3)cc2)n1
 : 21%, 3, -1.1, 8, -6%, -13%, 11%, -0.1, -4
> CCC(=O)NCCc1nc2ccccc2n1CC(=O)c1ccccc1
 : 28%[57.1 µM], 1, 0.0, 2, -24%, -1%, 1%[57.1 µM], 0.1, 2
> NNC(=O)c1cc(-c2ccccc2)sc1N
 : -4%, 4, -1.2, -1, -22%, 4%, -4%, 0.3, 0

The last three entries of the section before open the next one.
Values run as follows: rTrxR1 inhibitor, D2 antagonist, TRHR ag, TRHR PAM, USP1-UAF1 inh, IDH1 R132H inh, TrxR1 substrate, D2 agonist, PI4K2A block
> Cc1cccc(NC(=O)c2ccc(S(=O)(=O)NCc3ccco3)cc2)n1
 : 21%, 3, -1.1, 8, -6%, -13%, 11%, -0.1, -4
> CCC(=O)NCCc1nc2ccccc2n1CC(=O)c1ccccc1
 : 28%[57.1 µM], 1, 0.0, 2, -24%, -1%, 1%[57.1 µM], 0.1, 2
> NNC(=O)c1cc(-c2ccccc2)sc1N
 : -4%, 4, -1.2, -1, -22%, 4%, -4%, 0.3, 0
> CC(=O)C1=C(C)OC(N)=C(C#N)C1c1ccco1 (centres undefined)
 : 11µM*, -8, 1.8, 0, -9%, 16%, 2%[57.1 µM], 1.0, -11
> CC(=O)Oc1ccc(-c2ccc(C(=O)OCC(=O)N(C)CC(=O)Nc3ccccc3Cl)cc2)cc1
 : ?, /, -0.1, -6, -11%, 2%, 9%, /, 2
> Cc1ccc(C)c(N/C=C(\C#N)c2nc3ccccc3o2)c1
 : -4%, /, /, /, -13%, -2%, -2%, /, 1
> Cc1ccc(S(=O)(=O)N(Cc2ccc(Cl)cc2)c2ccccc2C(=O)NCc2ccco2)cc1
 : 5%, -1, 0.3, 1, -8%, -3%, 0%, 0.3, 4
> O=C(NCc1ccc(F)cc1)c1ccc(S(=O)(=O)Nc2cccc(C(F)(F)F)c2)cc1
 : -6%, -1, 0.6, -3, -16%, -1%, -15%, 1.9, 2
> Cc1c(Cl)cccc1NC(=S)NCCc1ccc(S(N)(=O)=O)cc1
 : 1%, 7, 1.9, 0, -21%, 10%, 9%, 0.8, 1
> Fc1ccccc1-c1csc(=Nc2cccnc2)n1CC1CCCO1 (centres undefined)
 : -24%[57.1 µM], 15, -0.6, -2, 5%, 1%, 1%[57.1 µM], 0.8, -1
> c1ccc(Nc2nc(NCC3CCCO3)c3ccccc3n2)cc1 (centres undefined)
 : 17%[57.1 µM], /, 0.4, 7, ?, -1%, 10%, /, 1
> Cc1ccc(NC(=O)CS(=O)(=O)c2cn(CC(=O)N3CCOCC3)c3ccccc23)cc1
 : 6%, -7, 0.3, 1, -13%, 0%, 1%, 0.4, -2
> CCOC(=O)c1cc2c(=O)n3ccccc3nc2n(CCOC)c1=NC(=O)c1c(-c2ccccc2Cl)noc1C
 : -19%, /, -0.3, -12, -19%, /, 3%, /, -6
> CCc1cc(C)cc(OCCNC(=O)c2ncn[nH]2)c1
 : 4%, -3, -1.2, -1, 2%, 0%, 7%, 0.7, -1
> Cc1cccc(C(=O)Nc2ccc(N3CCN(S(C)(=O)=O)CC3)cc2)c1
 : -2%, -20, 0.2, 13, -2%, 3%, -1%, -0.4, 4
> CCOc1ccccc1NC(=S)N1CCN(c2cccc(OC)c2)CC1
 : 12%, /, -0.2, -1, -29%, 6%, 4%, /, -4
> CCOC(=O)c1c(C)oc2nc(C)nc(NCCCN3CCN(c4cc(Cl)ccc4C)CC3)c12
 : 9%, /, 0.4, 15, 0%, -11%, -6%, 1.3, -2
> COc1ccccc1CNC(=O)C1Cc2ccccc2C(=O)O1 (centres undefined)
 : 7%, -4, 0.0, -1, -11%, -2%, -1%, 1.9, -2
> O=C(NC1CCCCC1)n1c(=O)oc2ccc(Cl)cc21
 : 8%[57.1 µM], -8, 0.4, 2, -11%, 3%, 8%[57.1 µM], 0.1, 6
> CCSc1nnc(NC(=O)C2CCN(S(=O)(=O)c3cc(C(F)(F)F)ccc3Cl)CC2)s1
 : 6%, 18, 0.7, -1, -5%, 2%, -3%, 2.5, 2
> Cn1nc(C(F)(F)F)c(-c2ccc(Br)cc2)c1NC(=O)c1nccnc1C(=O)O
 : -17%, 8, -1.1, -11, -17%, 6%, -1%, 0.0, 6
> Cc1noc(C)c1CSc1nnc(C)c(=O)[nH]1
 : 5%, 21, 0.8, -2, -3%, 5%, -2%, -0.1, 4
> CC(C(=O)NCCS(=O)(=O)c1ccc(Cl)cc1)S(=O)(=O)c1ccc(Cl)cc1 (centres undefined)
 : 18%[57.1 µM], -7, -0.3, 4, ?, 11%, 6%, -0.3, -5
> Cc1ccc(S(=O)(=O)N2CCN(C3CCN(Cc4ccccc4)CC3)CC2)cc1
 : 23%, -10, -1.2, 14, 3%, 2%, 6%, 0.6, -2
> O=C(NCCC1=CCCCC1)C(=O)NCC1OCCCN1S(=O)(=O)c1cc(F)ccc1F (centres undefined)
 : 18%, 6, 0.1, -2, -18%, 1%, 6%, 1.6, 4
> Clc1cccc(NCc2nnc(SCc3ccccc3Cl)o2)c1
 : 6%, 0, 0.0, 0, -21%, 0%, 5%, 0.5, -5
> COc1cccc(CNC(=O)CCC2CCCN(C(=O)Cc3ccccc3F)C2)c1 (centres undefined)
 : 10%, -8, -0.8, 0, -13%, 5%, -7%[57.1 µM], -1.8, 0
